KLF5 inhibitor: kruppel-like factor 5 inhibition; 0.23% of 290,000 active; DLD-1 KLF5 promoter-luciferase reporter, luminescence; AID 1700; inhibition, % at 5 µM;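 active = inhibition above a per-plate limit of that plate's mean compound inhibition plus 3 SD, cut at about 60% in these data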;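 note: 0% = DMSO wells and 100% = LY294002 at 200 µM; higher means less KLF5 promoter-driven luciferase light; inactives centre near -14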
HDAC3 inhib: human HDAC3 inhibition; O15379; recombinant HDAC3, fluorogenic peptide/trypsin coupled, fluorescence; inhibition, % at 8.3 µM; 0.15% of 320,000 active; AID 2718; in the data active = inhibition above about 26%, passing the limit was not always enough
Target sequence (O15379 whole entry, looked up): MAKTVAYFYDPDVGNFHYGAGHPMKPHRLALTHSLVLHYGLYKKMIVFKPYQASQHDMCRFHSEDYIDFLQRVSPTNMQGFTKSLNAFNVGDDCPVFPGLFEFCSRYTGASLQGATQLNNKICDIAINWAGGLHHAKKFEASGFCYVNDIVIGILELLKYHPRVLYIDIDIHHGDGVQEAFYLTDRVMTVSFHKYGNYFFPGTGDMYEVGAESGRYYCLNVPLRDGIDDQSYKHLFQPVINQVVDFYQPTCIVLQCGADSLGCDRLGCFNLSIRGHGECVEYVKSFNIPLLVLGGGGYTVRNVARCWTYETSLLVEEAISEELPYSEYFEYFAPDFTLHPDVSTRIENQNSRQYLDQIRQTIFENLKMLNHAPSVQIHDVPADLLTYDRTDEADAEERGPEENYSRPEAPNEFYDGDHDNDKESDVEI
HIF activator: HIF pathway transcriptional activation | U2OS HRE-luciferase reporter, luminescence; normalized: DMSO 0%, desferrioxamine 100% | activation, % at 7.5 µM (by protocol) | 0.32% of 300,000 active | AID 1910;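 active = mean activation of at least 10% of the iron chelator positive control signal, with at least half of replicates also reaching 10%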
HSP90 inh: HSP90 refolding inhibition in rabbit reticulocyte lysate; luciferase refolding luminescence, 3 h; inhibition, % at 5.6 µM; 0.91% of 290,000 active;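 active = inhibition above the screen-wide mean plus 3 SD, computed separately per campaign, cut at about 16% in these data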;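 note: 0% = DMSO wells and 100% = 60 µM geldanamycin wells; inhibitors lower the luminescence because luciferase stays unfolded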
IEC-6 cytotox: kills IEC-6 intestinal cells in KLF5 counter-screen. IEC-6 cytotoxicity, luminescence viability. inhibition, % at 5 µM. 0.78% of 290,000 active. AID 1825; in the data active = inhibition above about 22%;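 note: 0% = plate median of test compound wells and 100% = cytotoxic reference compound wells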
aSyn UTR inh: 5' untranslated region of α-synuclein, MLPCN primary screen. alpha-synuclein 5'UTR reporter, inhibitor activity. inhibition, % (tested at 7.5 µM). 0.82% of 300,000 active; in the data active = inhibition above about 60%;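 note: H4 neuroglioblastoma cells stably carrying SNCA 5'UTR luciferase fusion; 0% = DMSO wells and 100% = positive control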
HSF1 inh: HSF1 inhibition | NIH3T3-HGL HSE-luciferase, MG132-induced, luminescence 8 h; active compounds read low | activity change, negative = inhibition, % at 7.5 µM (by protocol) | 0.77% of 300,000 active | AID 2098;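 active = more than half of replicate wells show activity change below -50%, luminescence cut by over half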;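 note: luciferase reports HSF-1 transcriptional activity via heat shock element; 0% = median of DMSO wells and -100% = zero luminescence signal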
Platelet DG rel: modulates dense granule release in human platelets; human platelet-rich plasma, SFLLRN dense granule ATP release, luminescence; 0.22% of 300,000 active; inhibition, %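 (compounds screened at 7.5 µM in platelet-rich plasma)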;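 active = mean replicate score, as percent of positive control, at or above 50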
AI-2 QS modul: modulators of Vibrio harveyi AI-2 quorum sensing system. Vibrio harveyi JMH597 AI-2 luminescence/OD600 ratio, 9 h; active compounds read low; strain lacks LuxN and CqsS sensors; 0 = neutral-control median. activity change, % at 7.5 µM. 0.4% of 300,000 active. AID 2094; in the data active = activity change below about -75%, passing the limit was not always enough;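 note: luminescence divided by OD600 gain over 9 h not by final OD600 alone; inactives centre near 13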
HSF-1 act: increases HSF-1 driven luciferase reporter signal; 1.7% of 300,000 active; activation, % at 9 µM; NIH3T3-HGL HSF-1 luciferase reporter, MG132, 8 h; 100% = twice DMSO control signal; AID 504408;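 active = mean replicate activation of at least 50% with a set share of replicates each reaching 50%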;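 note: 0% = median of the neutral control wells and 100% = twice that signal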
Numbers without * were called inactive.

CCOC(=O)c1sc(/N=C/c2ccc(O)cc2O)cc1C was read as KLF5 inhibitor -14, HDAC3 inhib 12, HIF activator 0.7, HSP90 inh 3, IEC-6 cytotox 0, aSyn UTR inh -22, HSF1 inh -7, Platelet DG rel -6, AI-2 QS modul 14 and HSF-1 act -7.
Screening CCCC(=O)Nc1ccc(-c2nc3ncccc3o2)cc1 returned KLF5 inhibitor -137, HDAC3 inhib -37, HIF activator 2.7, HSP90 inh -2, IEC-6 cytotox 2, aSyn UTR inh -181, HSF1 inh 10, Platelet DG rel 0, AI-2 QS modul 8 and HSF-1 act 1.
For CCCCC(=O)NC(=S)Nc1ccc(NC(=O)C(C)C)c(OC)c1 the results were KLF5 inhibitor 0, HDAC3 inhib -1, HIF activator 0.5, HSP90 inh -1, IEC-6 cytotox -3, aSyn UTR inh 16, HSF1 inh 2, Platelet DG rel -1, AI-2 QS modul 27 and HSF-1 act 4.
C[C@]12C=CC(=O)C=C1CC[C@@H]1C2C(O)C[C@@]2(C)C1CC[C@]2(O)C(=O)COC(=O)CCC(=O)NC(CC(=O)O)C(=O)O (stereo partly drawn) was read as KLF5 inhibitor -53, HDAC3 inhib 5, HIF activator -0.1, HSP90 inh -1, IEC-6 cytotox 6, aSyn UTR inh 11, HSF1 inh -49, Platelet DG rel -14, AI-2 QS modul 11 and HSF-1 act -49.
CC(C)C(NC(=O)c1ccccc1)C(=O)N1CCCCCC1 (stereo not drawn) was read as KLF5 inhibitor 16, HDAC3 inhib 1, HIF activator -0.2, HSP90 inh -3, IEC-6 cytotox 3, aSyn UTR inh 1, HSF1 inh -3, Platelet DG rel 2, AI-2 QS modul 32 and HSF-1 act 6.
Screening O=C(CCN1C(=O)S/C(=C\c2ccccc2)C1=O)Nc1ccc(S(=O)(=O)Nc2nccs2)cc1 returned KLF5 inhibitor -42, HDAC3 inhib 18, HIF activator -0.1, HSP90 inh -7, IEC-6 cytotox -4, aSyn UTR inh -4, HSF1 inh 2, Platelet DG rel 3, AI-2 QS modul -3 and HSF-1 act 22.
Screening CCc1cc2c(=O)n(CCCOC)c(SCC(=O)Nc3oc(C)c4c(C)n[nH]c(=O)c34)nc2s1 returned HDAC3 inhib 4, HIF activator -1.0, aSyn UTR inh -1, HSF1 inh 5, Platelet DG rel 1, AI-2 QS modul 45 and HSF-1 act 4.
For Cc1cccc(C)c1NC(=O)CSc1nnc([C@H](C)NC(=O)OC(C)(C)C)o1 the results were KLF5 inhibitor -12, HDAC3 inhib -5, HIF activator -0.2, HSP90 inh 1, IEC-6 cytotox -1, aSyn UTR inh 2, HSF1 inh -3, Platelet DG rel 1, AI-2 QS modul 23 and HSF-1 act 3.
Screening CCOC(=O)c1c(NC(=O)COC(=O)c2ccc(Cl)nc2)sc(C(=O)N(C)C)c1C returned HDAC3 inhib -3, HIF activator 0.3, aSyn UTR inh 3, HSF1 inh 0, Platelet DG rel 0, AI-2 QS modul 6 and HSF-1 act -10.
`CCCCNC(=O)c1ccc(CS(=O)(=O)c2cccc(C(F)(F)F)c2)o1` gave KLF5 inhibitor -14, HDAC3 inhib 2, HIF activator -0.8, HSP90 inh -2, IEC-6 cytotox -1, aSyn UTR inh 10, HSF1 inh 8, Platelet DG rel 2, AI-2 QS modul 18 and HSF-1 act 9.
COc1cc(/C=C2\SC(=S)N(N(C)c3ccccc3)C2=O)ccc1O was read as KLF5 inhibitor -25, HDAC3 inhib 8, HIF activator -0.2, HSP90 inh -1, IEC-6 cytotox 4, aSyn UTR inh 5, HSF1 inh -7, Platelet DG rel 6, AI-2 QS modul -7 and HSF-1 act -12.
Screening CN(C(=O)c1cccc(NC(=O)c2ccco2)c1)c1ccccc1 returned KLF5 inhibitor -35, HDAC3 inhib 2, HIF activator 0.6, HSP90 inh -3, IEC-6 cytotox 3, aSyn UTR inh 1, HSF1 inh -8, Platelet DG rel -2, AI-2 QS modul 2 and HSF-1 act 14.
CCC(C)c1ccc2oc(-c3ccc(NC(=O)Cn4cnc5c(=O)n(C)c(=O)n(C)c54)cc3)nc2c1 (stereo not drawn) was read as KLF5 inhibitor -11, HDAC3 inhib -5, HIF activator 10*, HSP90 inh 26*, IEC-6 cytotox -4, aSyn UTR inh -114, HSF1 inh -20, Platelet DG rel 2, AI-2 QS modul 3 and HSF-1 act -14.
`COc1ccc(Cc2nc(N)nc(N)n2)cc1` gave KLF5 inhibitor -15, HDAC3 inhib 3, HIF activator 0.0, HSP90 inh -2, IEC-6 cytotox 2, aSyn UTR inh 7, HSF1 inh 0, Platelet DG rel 15, AI-2 QS modul 9 and HSF-1 act -12.
`COc1cc([N+](=O)[O-])ccc1NC(=O)Cc1ccc(F)cc1` gave KLF5 inhibitor 5, HDAC3 inhib 2, HIF activator -0.7, HSP90 inh 1, IEC-6 cytotox -4, aSyn UTR inh 17, HSF1 inh 0, Platelet DG rel 11, AI-2 QS modul 2 and HSF-1 act 11.
COc1ccc2c(c1)-c1nc(/N=C/c3cccc(OC)c3O)sc1CC2 was read as KLF5 inhibitor -72, HDAC3 inhib 11, HIF activator 0.0, HSP90 inh 1, IEC-6 cytotox 4, aSyn UTR inh -18, HSF1 inh 7, Platelet DG rel 4, AI-2 QS modul 17 and HSF-1 act -1.
Screening CC(C)C[C@H](CO)Nc1nc(Nc2cccc(Cl)c2)c2ncn(C(C)C)c2n1 returned HDAC3 inhib 9, HIF activator 1.4, aSyn UTR inh 5, HSF1 inh 3, Platelet DG rel 15, AI-2 QS modul 4 and HSF-1 act 2.
For O=C(NCCC1CCCCN1S(=O)(=O)c1cccs1)C(=O)Nc1ccccc1F (stereo not drawn) the results were HIF activator 0.3, aSyn UTR inh -13, HSF1 inh 6, Platelet DG rel 6, AI-2 QS modul 11 and HSF-1 act 20.
`CC(C)(C)NC(=O)COC(=O)/C=C/c1ccc(F)cc1` gave KLF5 inhibitor 3, HIF activator -0.5, HSP90 inh -1, IEC-6 cytotox -8, aSyn UTR inh -17, HSF1 inh 16, Platelet DG rel -7, AI-2 QS modul -6 and HSF-1 act 28.
Cn1c(CNS(=O)(=O)c2ccc(Cl)cc2)n[nH]c1=S was read as KLF5 inhibitor 21, HDAC3 inhib -1, HIF activator -0.1, HSP90 inh 0, IEC-6 cytotox -13, aSyn UTR inh 13, HSF1 inh -7, Platelet DG rel -3, AI-2 QS modul 0 and HSF-1 act 6.

The last 2 compounds of the section above lead into the next.
`CC(C)(C)NC(=O)COC(=O)/C=C/c1ccc(F)cc1` gave KLF5 inhibitor 3, HIF activator -0.5, HSP90 inh -1, IEC-6 cytotox -8, aSyn UTR inh -17, HSF1 inh 16, Platelet DG rel -7, AI-2 QS modul -6 and HSF-1 act 28.
Cn1c(CNS(=O)(=O)c2ccc(Cl)cc2)n[nH]c1=S was read as KLF5 inhibitor 21, HDAC3 inhib -1, HIF activator -0.1, HSP90 inh 0, IEC-6 cytotox -13, aSyn UTR inh 13, HSF1 inh -7, Platelet DG rel -3, AI-2 QS modul 0 and HSF-1 act 6.
For Cc1sc2nc(C(C)C)oc(=O)c2c1C the results were KLF5 inhibitor -23, HDAC3 inhib 1, HIF activator -0.6, HSP90 inh -1, IEC-6 cytotox -7, aSyn UTR inh 10, HSF1 inh -6, Platelet DG rel 2, AI-2 QS modul 25 and HSF-1 act -3.
Cc1nc(C)n(C)c(=O)c1-c1ccccc1 was read as KLF5 inhibitor -5, HDAC3 inhib 4, HIF activator -0.4, HSP90 inh -5, IEC-6 cytotox -10, aSyn UTR inh 2, HSF1 inh -2, Platelet DG rel -9, AI-2 QS modul 36 and HSF-1 act -5.
NC1=NC[C@H](Cc2ccccc2)N1CCc1cc(C(F)(F)F)cc(C(F)(F)F)c1 was read as HDAC3 inhib 5, HIF activator 0.0, aSyn UTR inh -6, HSF1 inh 0, Platelet DG rel -8, AI-2 QS modul 23 and HSF-1 act 3.
Cc1ccccc1CSc1n[nH]c(NS(=O)(=O)c2ccccc2)n1 was read as KLF5 inhibitor -12, HDAC3 inhib 3, HIF activator 0.0, HSP90 inh 4, IEC-6 cytotox 1, aSyn UTR inh 9, HSF1 inh -1, Platelet DG rel -4, AI-2 QS modul 29 and HSF-1 act 3.
`CCN(CC)CCCNC(=O)c1cn(C)c(=O)c2c1c1ccccc1n2C` gave KLF5 inhibitor -10, HDAC3 inhib -6, HIF activator -32, HSP90 inh 1, IEC-6 cytotox -8, aSyn UTR inh -12, HSF1 inh -6, Platelet DG rel -9, AI-2 QS modul 7 and HSF-1 act 18.
For COCCCNC(=O)c1c(N)n(-c2ccccc2)c2nc3ccccc3nc12 the results were KLF5 inhibitor -63, HDAC3 inhib -19, HIF activator 0.4, HSP90 inh 1, IEC-6 cytotox 0, aSyn UTR inh 30, HSF1 inh -10, Platelet DG rel 4, AI-2 QS modul 15 and HSF-1 act -6.
`COc1ccc(NC(=O)C(NC(=O)c2ccc(C)cc2)c2ccccc2)cc1` (stereo not drawn) gave KLF5 inhibitor -24, HDAC3 inhib 0, HIF activator -16, HSP90 inh -4, IEC-6 cytotox -2, aSyn UTR inh -8, HSF1 inh 0, Platelet DG rel -8, AI-2 QS modul 21 and HSF-1 act 12.
O=C(CSc1nc(-c2ccccc2)c(-c2ccccc2)o1)N1CCOCC1 was read as KLF5 inhibitor -12, HIF activator -0.3, HSP90 inh 1, IEC-6 cytotox 3, aSyn UTR inh 24, HSF1 inh 1, Platelet DG rel -7, AI-2 QS modul 15 and HSF-1 act -5.
`CCN(CC)C(=O)CC(c1ccc(F)cc1)c1ccc(OC)cc1` (stereo not drawn) gave KLF5 inhibitor -24, HDAC3 inhib 0, HIF activator 0.3, HSP90 inh -1, IEC-6 cytotox -2, aSyn UTR inh -8, HSF1 inh 5, Platelet DG rel -33, AI-2 QS modul 6 and HSF-1 act 8.
Screening COc1ccc(OCCSc2nnc(C)n2-c2ccccc2)cc1 returned KLF5 inhibitor -19, HDAC3 inhib -3, HIF activator 0.2, HSP90 inh -3, IEC-6 cytotox -7, aSyn UTR inh -9, HSF1 inh -3, Platelet DG rel 1, AI-2 QS modul 13 and HSF-1 act -1.
O=C(COC(=O)c1ccccc1NS(=O)(=O)c1cc([N+](=O)[O-])ccc1Cl)c1ccccc1 was read as KLF5 inhibitor -17, HDAC3 inhib 2, HIF activator -0.1, HSP90 inh -4, IEC-6 cytotox -3, aSyn UTR inh -9, HSF1 inh -7, Platelet DG rel -4, AI-2 QS modul 13 and HSF-1 act -16.
`Nc1nc(SCC(=O)Nc2ccc(OCc3ccccc3)cc2)n[nH]1` gave KLF5 inhibitor -39, HIF activator 1.3, HSP90 inh 2, IEC-6 cytotox 3, aSyn UTR inh -84, HSF1 inh -1, Platelet DG rel 0, AI-2 QS modul 11 and HSF-1 act 3.
`C/C(=N\NC(=O)c1cc(C)nc2ccccc12)c1ccncc1` gave KLF5 inhibitor 38, HDAC3 inhib -1, HIF activator 0.2, HSP90 inh -6, IEC-6 cytotox 42*, aSyn UTR inh -12, HSF1 inh 2, Platelet DG rel 3, AI-2 QS modul 30 and HSF-1 act 0.
For COc1cc(C(F)(F)F)c(C(=O)N(C)Cc2ccc(Cl)c(Cl)c2)cn1 the results were KLF5 inhibitor -53, HDAC3 inhib 3, HIF activator -0.1, HSP90 inh 2, IEC-6 cytotox 1, aSyn UTR inh 19, HSF1 inh 3, Platelet DG rel 3, AI-2 QS modul 12 and HSF-1 act -4.
O=C1NC(=O)N(Cc2ccccc2F)C1=O was read as KLF5 inhibitor 1, HDAC3 inhib 5, HIF activator -0.3, HSP90 inh 4, IEC-6 cytotox 2, aSyn UTR inh -5, HSF1 inh 6, Platelet DG rel 6, AI-2 QS modul 22 and HSF-1 act -9.
Screening O=C(NCc1ccncc1)C(=O)N/N=C/c1cccnc1 returned KLF5 inhibitor 9, HDAC3 inhib 3, HIF activator -0.5, HSP90 inh 1, IEC-6 cytotox 3, aSyn UTR inh -17, HSF1 inh 1, Platelet DG rel -2, AI-2 QS modul 6 and HSF-1 act 20.
